Source: PubChem
FBPA Giardia inh: inhibitors of Giardia lamblia fructose-1,6-bisphosphate aldolase | A8B2U2 | purified Giardia FBPA | Potency, µM (titrated, usually from 59.6 µM), for inactives: at the highest dose activity, negative = inhibition, usual class: inhibitors | 290,000 tested, 0.71% active; active = well fitted inhibition curve with a large enough effect; inconclusive = small, poorly fitted or top-dose-only effect, or effect the other way; note: nearly all actives have a fitted effect of over 55% in size
Target sequence (A8B2U2 whole entry, looked up): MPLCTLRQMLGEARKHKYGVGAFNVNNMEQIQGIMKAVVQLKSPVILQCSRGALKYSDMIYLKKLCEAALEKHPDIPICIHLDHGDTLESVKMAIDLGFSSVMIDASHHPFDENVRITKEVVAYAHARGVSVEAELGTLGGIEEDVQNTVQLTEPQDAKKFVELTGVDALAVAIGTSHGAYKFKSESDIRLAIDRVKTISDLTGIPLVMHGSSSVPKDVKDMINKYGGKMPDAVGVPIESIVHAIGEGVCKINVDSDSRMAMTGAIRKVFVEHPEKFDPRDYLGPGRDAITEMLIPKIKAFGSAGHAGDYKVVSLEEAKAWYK
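40 nM FBPA preincubated 10 min at RT with compound (up to 57.5 uM final), then substrate plus GAPDH/TPI/NAD/arsenate coupling and diaphorase/resazurin added. Fluorescence read after 20 min at RT, 525/598 nm.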
* hit, by the source's call; u = inconclusive; & = joins results of further samples; [ ] = remark or other dose. % is set by controls: 0 for no effect and ±100 for the full control effect; potency is the fitted concentration of half-maximal effect. This is a subset (hit frequency here may not be typical).

SMILES | FBPA Giardia inh
CN(C)c1ncc2nc(-c3ccccc3)c(=O)n(CCC#N)c2n1 | 1%
CO[C@@H]1COC(=O)C/C=C\[C@H](C)COC(=O)[C@H](Cc2ccccc2)NC(=O)C/C=C\[C@H]1C | 0%[12.9 µM]
NCCC[C@@H](CC(=O)N[C@@H]1CCNC[C@H]1C(=O)N[C@H](CC(=O)N[C@@H](CCC(=O)O)CC(=O)O)Cc1ccccc1)NC(=O)C[C@H](Cc1ccccc1)NC(=O)[C@@H]1CCCC[C@H]1N | -24%
Cc1cnc(CNc2ccnc(-c3ccoc3)n2)cn1 | -13%
O=c1c(O)c(-c2ccc(O)c(O)c2)oc2c(OC[C@@H]3O[C@@H](O)[C@@H](O)[C@H](O)[C@H]3O)c(O)cc(O)c12 | u
CC(C)C[C@@H](CC(=O)N[C@@H](CCC(=O)O)CC(=O)O)NC(=O)[C@@H]1CCCC[C@H]1NC(=O)C[C@H](CCCN)NC(=O)C[C@H](Cc1ccccc1)NC(=O)[C@@H]1CNCC[C@H]1N | -8%
CCOC(=O)[C@]1(C(NC(=O)OC)c2ccccc2)CCCC1=O (stereo not given in full) | -9%[12.9 µM]
COC(=O)N1CCC2(CC1)CN(c1ccccc1)C2 | -4%
CCC(=O)N[C@@H]1Cc2ccccc2[C@@H](c2ccccc2)C1 | 3%
CC[C@H](C)[C@@H](NC(=O)O[C@@H]1C(=O)c2ccc(OC)cc2O[C@H]1c1cccc(C(F)(F)F)c1)C(=O)OC | 1%
CCCCC/C=C\C/C=C\CCCCCCCC(N)=O | 2%&5%
O=C(O)Cc1ccc(OCCNC[C@H](O)c2ccccc2)cc1 | 1%
C[C@H]1COC(=O)[C@H]2CCCN2C(=O)[C@@H](C)COC(=O)[C@H]2CCCN2C1=O | 2%[12.9 µM]
C=CCOC(=O)N[C@H](c1cccc(C(F)(F)F)c1)C(C(C)=O)C(C)=O | -6%
COC(=O)N1CCC[C@@]2(CCN(c3ncccn3)C2)C1 | 6%
CCN(CC)CCCC(C)n1c(-c2ccccc2)nc2c(N3CCOCC3)nc(C)nc21 (stereo not given) | 6%
COc1cccc(-c2nc(NC3CC3)c3ccccc3n2)c1 | -25%
COc1ccc(CNc2nc(-c3cccnc3)nc3ccccc23)c(OC)c1 | -8%
CO[C@H]1C[C@@H]2C[C@H](O)C[C@@H](CC(=O)O[C@@H](/C=C\CC(C)C)C[C@@H]3CC[C@H](C)[C@@H](C1)O3)O2 | 1%[12.9 µM]
COc1ccc(CNc2ncnc3ccc(-c4ccccc4C#N)cc23)c(OC)c1 | 1%
Cc1noc(C)c1C(=O)N1CCC2(CCN(Cc3ccc(C#N)cc3)CC2)CC1 | 5%
CN(C)CCCSC(=N)N | -4%
O=C(OC1Cc2c(O)cc(O)cc2OC1c1cc(O)c(O)c(O)c1-c1c(C2Oc3cc(O)cc(O)c3CC2OC(=O)c2cc(O)c(O)c(O)c2)cc(O)c(O)c1O)c1cc(O)c(O)c(O)c1 (stereo not given) | u
OCC1OC(n2cnc3c(Cl)ncnc32)C(O)C1O (stereo not given) | 0%
CCc1cccc(C)c1N(C(=O)CCl)C(C)COC (stereo not given) | 3%
More compounds.
SMILES | FBPA Giardia inh
O=C(Oc1ccccc1)N1CCC2(CC1)CN(c1ccncc1)C2 | 8%
COC(=O)C1=C(C)N(Cc2ccccc2)[C@]23O[C@](C(=O)OC)(C(=O)N2C1c1ccccc1)C1CCOC(=O)C13 (stereo not given in full) | -1%[12.9 µM]
COC(=O)NC(c1ccc2c(c1)OCO2)C(C(=O)OC)C(=O)OC (stereo not given) | 0%
CCC[C@@](C)(COC(N)=O)COC(=O)NC(C)C | 2%[21.7 µM]
CCCCCCCC/C=C\CCCCCCCC(=O)OCC(CO)OC(=O)CCCCCCC/C=C\CCCCCCCC (stereo not given) | -10%
C[C@H]1Cc2c(-c3ccccc3)nc3c(c2CO1)CN(C(=O)C1CCCCC1)CC3 | 1%[12.9 µM]
COc1ncc2nc(-c3cccs3)c(=O)n(Cc3ccc(F)cc3)c2n1 | 1%
COCOc1ccccc1C(=O)/C=C/c1ccccc1 | -10%
COC(=O)/C(=C1\OC(=O)C(c2ccccc2)C1=O)c1ccccc1 (stereo not given) | u
CC1(OC(=O)c2ccc(Cl)nc2)C(=O)C=C2C=C(c3ccc(C#N)cc3)OC=C2C1=O (stereo not given) | -16%&-9%
COC(=O)[C@@]1(Cc2ccc(OC)cc2)[C@H]2c3cc(C(=O)N(C)C)n(Cc4ccccc4)c3C[C@H]2CN1C(=O)c1ccccc1 | -4%
CC(C)CC1OCCC=CC1C (stereo not given) | -1%[12.9 µM]
O=C(c1cnccn1)N1CCC2(CCCN(c3ccccc3)C2)CC1 | 0%
O=C1C2Cc3c([nH]c4ccccc34)C(c3ccccc3)N2C(=O)C2Cc3c([nH]c4ccccc34)C(c3ccccc3)N12 (stereo not given) | -5%[12.9 µM]
CS(=O)(=O)N1CCC2(CCN(Cc3ccc(C#N)cc3)CC2)CC1 | 2%
O=S1OCC2C(CO1)C1(Cl)C(Cl)=C(Cl)C2(Cl)C1(Cl)Cl (stereo not given) | -7%
CCN1C[C@]2(C)CC[C@H](O)[C@@]34C5C[C@@H]6[C@@H](OC)C[C@@](O)(C5[C@H]6O)[C@@H](CC23)[C@@H]14 (stereo not given in full) | 12%
CCC(C)CCCCC(=O)NC(CCN)C(=O)NC(C(=O)NC(CCN)C(=O)NC1CCNC(=O)C(C(C)O)NC(=O)C(CCN)NC(=O)C(CCN)NC(=O)C(CC(C)C)NC(=O)C(Cc2ccccc2)NC(=O)C(CCN)NC1=O)C(C)O (stereo not given) | 9%
O=c1[nH]c2cc(Cl)ccc2c(O)c1-c1ccc(Oc2ccccc2)cc1 | 11%
C/C=C(/C)C(=O)OC1CC[C@]2(C)C3CCC4[C@]5(O)CC(O)[C@]6(O)C(CN7CC(C)CCC7[C@]6(C)O)[C@]5(O)C[C@@]42O[C@]13O (stereo not given in full) | -1%
C/C(CCN1CCCc2nc(C)c(C)cc21)=N\O[C@@H](C)CN1CCCCc2nc(C)c(C)cc21 | 3%[12.9 µM]
CC(=O)NCCNc1nc(-c2ccccc2C)nc2ccccc12 | 1%
Cc1nc(N2CCOCC2)c2nc(-c3ccccc3)n(CCN3CCCCC3)c2n1 | 5%
C/C(CCN1CCCCc2nc(C)c(C)cc21)=N\O[C@@H](C)c1cn([C@@H]2COC[C@@H]2O)nn1 | -3%[12.9 µM]
c1cn(-c2cc(-c3ccc4c(c3)OCO4)ncn2)cn1 | -13%

4 entries out of the list, arranged by count of non-hydrogen atoms, smallest number first.
SMILES | FBPA Giardia inh
CS(=O)(=O)N1CCC2(CCN(Cc3ccc(C#N)cc3)CC2)CC1 | 2%
COc1ncc2nc(-c3cccs3)c(=O)n(Cc3ccc(F)cc3)c2n1 | 1%
C[C@H]1Cc2c(-c3ccccc3)nc3c(c2CO1)CN(C(=O)C1CCCCC1)CC3 | 1%[12.9 µM]
CO[C@H]1C[C@@H]2C[C@H](O)C[C@@H](CC(=O)O[C@@H](/C=C\CC(C)C)C[C@@H]3CC[C@H](C)[C@@H](C1)O3)O2 | 1%[12.9 µM]

The listing picks up with the 2 entries that preceded the break.
SMILES | FBPA Giardia inh
C/C(CCN1CCCCc2nc(C)c(C)cc21)=N\O[C@@H](C)c1cn([C@@H]2COC[C@@H]2O)nn1 | -3%[12.9 µM]
c1cn(-c2cc(-c3ccc4c(c3)OCO4)ncn2)cn1 | -13%
CCCn1c(-c2ccc(F)cc2)nc2c(NCC3CCN(C)CC3)nc(C)nc21 | 0%
CCCC[C@H](CC)CN1CN(C[C@@H](CC)CCCC)CC(C)(N)C1 | 3%[21.7 µM]
CC(C)(O)[C@@H]1CCC[N+]2(C)CCCC[C@H]12 (stereo not given in full) | 1%
CCCCCCCCCCCCCC(=O)N[C@H](C)[C@@H](O)c1ccccc1 | -2%
c1ccc2cc(C3=NCCN3)ncc2c1 | 5%
Cc1c(C)c2c(c(C)c1O)CC[C@@](C)(CCC[C@@H](C)CCC[C@@H](C)CCCC(C)C)O2 | 4%
O=c1cnc2cnc(N3CCOCC3)nc2n1C[C@H]1CCCO1 | 0%
CCC(/C=C/C(C)C1CCC2C3CCC4=CC(=O)CC[C@@]4(C)C3CC[C@@]12C)C(C)C (stereo not given in full) | 4%
COc1ccc(O[C@H]2C=C[C@@H](c3ccccc3)O[C@H]2COC(=O)CC/C(C)=N\OC[C@@H](O)COCc2ccco2)cc1 | 0%[12.9 µM]
COc1cc(COc2cc(N)c(Cl)cc2C(=O)CCC2CCN(CCNS(C)(=O)=O)CC2)cc(OC)c1 | 1%
COc1ccc(NC(=O)N2CC3(CCNCC3)C2)cc1 | 0%
O=c1cnc2cnc(Oc3cccc(Cl)c3)nc2n1C1CC1 | 3%
CN=C(NC#N)NCCSCc1csc(N=C(N)N)n1 | -12%
O=c1cnc2cnc(N3CCNCC3)nc2n1Cc1cccs1 | 0%
COc1ccc(-c2oc3cc(OC)c(OC(C)=O)c(OC)c3c(=O)c2OC)cc1OC(C)=O | 7%
COc1ccc(O[C@H]2C=C[C@@H](c3ccccc3)O[C@H]2COC(=O)CC/C(C)=N\O[C@@H](C)c2cn([C@H]3COC[C@H]3O)nn2)cc1 | -2%[12.9 µM]
COc1ccc(/C=C/C(=O)c2ccc(C)s2)cc1 | -3%
O=C1OC(C2=CCCCC2)=NC12CC2 | 0%[12.9 µM]
CC1(C)CC[C@]2(C(=O)O)CC[C@@]3(C)C(=CCC4[C@@]5(C)CCC(O)C(C)(C)C5CC[C@@]43C)C2C1 (stereo not given in full) | 5%
O=C1C=C2C=CC3C[C@@]2(O1)C1CCCCN31 (stereo not given in full) | 5%
C[C@@H]1OC(OC2CC[C@@]3(C)C(CC[C@@]4(C)C3CC=C3C5CC(C)(C)CC[C@]5(C(=O)OC5OCC(O)[C@@H](O)[C@@H]5OC5O[C@@H](C)[C@H](O[C@H]6OC(CO)C(O)C(O)C6O)C(O)C5O)C(O)C[C@@]34C)C2(C)C)C(O)C(O)[C@H]1OC1OCC(O)C(O)[C@H]1O (stereo not given in full) | -9%
C=CCOC(=O)N[C@H](C[N+](=O)[O-])c1ccccc1 | -2%
CC1Cc2c(-c3ccccc3)nc3c(c2CO1)CN(CCOc1ccccc1)CC3 (stereo not given) | -9%[12.9 µM]
Clc1ccc(C2=CCC[C@H]3CC[C@@H]2N3)cn1 | 1%
COc1cc(O)c2c(=O)cc(C)oc2c1CC=C(C)C | 12%&9%
Remaining list, next part:
SMILES | FBPA Giardia inh
O=C(c1ccco1)N1CCC2(CCCN(c3ccncc3)C2)CC1 | 3%
COC(=O)CC1Oc2cc3oc4c5ccccc5oc(=O)c4c3cc2O1 (stereo not given) | 3%
CCNc1ncc2nc(-c3cc(F)cc(F)c3)c(=O)n(CCC#N)c2n1 | 3%
CN(C)c1ncc2ncc(=O)n(Cc3cccs3)c2n1 | 1%
CC(=O)OC[C@@H]1O[C@H](CCO/N=C(\C)CCN2CCc3nc(-c4ccccc4)c(-c4ccccc4)cc3C2)C=C[C@@H]1OC(C)=O | -1%[12.9 µM]
COc1ccccc1CN1CCC2(CC1)CCN(C(=O)c1ccncc1)CC2 | u
COC(=O)[C@@]1(Cc2ccccc2)[C@H]2c3cc(C(=O)N(C)C)n(Cc4cc(C)n(C)n4)c3C[C@H]2CN1C(=O)c1ccccc1 | 5%
O=C(O)C[C@@H]1NC(=O)[C@H](Cc2ccccc2)NC1=O | 1%
Cn1cccc1C(=O)N1CCC2(CCCN(C(=O)Nc3cccc(C#N)c3)C2)CC1 | -11%
COC(=O)[C@@H](NC(=O)O[C@H]1C(=O)c2cc(OC)ccc2O[C@@H]1c1ccc(OC)c(Br)c1)C(C)C | -4%
CCOC(=O)N/N=C1/C[C@@H](O)[C@@H](O)[C@@H]2[C@@H]3C(=O)N(C(C)(C)C)C(=O)[C@H]3CC[C@H]12 | 2%[12.9 µM]
CC[C@@H](c1ccccc1)n1c(=O)n2n(c1=O)[C@H]1[C@H](O)[C@H]3O[C@@H]3/C(=N/OCc3ccccc3)[C@@H]1CC2 | 9%[12.9 µM]
CC(=O)N1CCC2(CCN(Cc3ccc(C#N)cc3)CC2)CC1 | -1%
COCCN1C(=O)N[C@@H](CCc2ccccc2)C(C(=O)OC)=C1C | 3%
CC(CCC(=O)O)C1CCC2C3CC[C@H]4CC(O)CC[C@@]4(C)C3C=C[C@]12C (stereo not given in full) | 3%
CN(C)C(=O)c1ccc(-c2cncnc2NC2CCNCC2)cc1 | -1%
COc1ccc2c(c1)O[C@@H](c1ccc3c(c1)OCO3)[C@H](O)C2=O | -1%
COc1ccccc1CCn1c(=O)c(CCc2ccccc2)nc2cncnc21 | 2%
c1cncc([C@H]2CCCCN2)c1 | 0%
CN1CCN(c2nc(-c3ccc4c(c3)OCO4)nc3ccccc23)CC1 | 3%
Cc1ccccc1-c1cc(N2CCNCC2)ncn1 | -8%
C[C@@]12CCC(OS(=O)(=O)O)C[C@@H]1CCC1C2CC[C@]2(C)C(=O)CCC12 (stereo not given in full) | 17%
COC(=O)N1CCC2(CC1)CN(C(=O)Nc1cccc(F)c1)C2 | 3%
COC(=O)[C@@]1(Cc2ccc(F)cc2)[C@H]2c3cc(C(=O)N4CCCC4)n(Cc4ccccn4)c3C[C@H]2CN1C(=O)c1ccccc1 | -1%

Reprinted at random: three records from the list, in no set order.
SMILES | FBPA Giardia inh
O=C(c1ccco1)N1CCC2(CCCN(c3ccncc3)C2)CC1 | 3%
CCOC(=O)N/N=C1/C[C@@H](O)[C@@H](O)[C@@H]2[C@@H]3C(=O)N(C(C)(C)C)C(=O)[C@H]3CC[C@H]12 | 2%[12.9 µM]
O=C(O)C[C@@H]1NC(=O)[C@H](Cc2ccccc2)NC1=O | 1%

Single entries from above.
Reading of CC(C)CC1OCCC=CC1C (stereo not given) in FBPA Giardia inh: -1%[12.9 µM]
Reading of C/C(CCN1CCCc2nc(C)c(C)cc21)=N\O[C@@H](C)CN1CCCCc2nc(C)c(C)cc21 in FBPA Giardia inh: 3%[12.9 µM]
